PPC-1+TRAIL kill: compounds killing PPC-1 cancer cells with TRAIL present (potentiator screen, no TRAIL-free arm); PPC-1 cells + TRAIL, ATPLite viability luminescence; 220,000 tested, 0.41% active; cell killing (% activity), % at 4 µM; AID 1443;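 active means cell killing above 50% in the first pass at 4 µM, then a duplicate retest at 5 µM averaging 50% or more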;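 further: plate controls were cells with TRAIL plus DMSO for no effect and medium-only wells lacking cells for full effect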
BaF3 tox: reduces parental Ba/F3 cell viability, JAK2V617F counter-screen; 220,000 tested, 1.1% active; CellTiter-Glo ATP luminescence; inhibition, % at 5.6 µM;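 active means inhibition above a per-campaign cutoff, the mean inhibition of all tested compounds plus 3 SD, cut at about 27% in these data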;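 further: 0% = DMSO wells and 100% = JAK Inhibitor I control wells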
Furin inh: human furin inhibition. AID 463115. P09958. inhibition, % at 30 µM. 220,000 tested, 0.061% active. purified furin, fluorogenic substrate cleavage; in the data active means inhibition above about 25%; further: inactives centre near -15
PGE2 EP2 inh: blocks the human prostaglandin E2 receptor EP2 | P43116 | C6 glioma cells expressing human EP2, cAMP TR-FRET; cells stimulated with saturating PGE2 | inhibition, % at 25 µM | 260,000 tested, 0.52% active | AID 1422;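 active means percent inhibition above 40 after rounding to a whole number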;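 further: rat C6 glioma host cells with rolipram phosphodiesterase inhibitor present; the protocol text gives 20 µM as final concentration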
RBBP9 inhibitor: blocks human serine hydrolase RBBP9. 220,000 tested, 0.2% active. inhibition, % at 7.94 µM. AID 1515. recombinant RBBP9, FP-Rh probe fluorescence polarization. O75884;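 active means inhibition above the campaign mean of all tested compounds plus 3 SD, cut at about 14% in these data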;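 further: plate controls were DMSO wells with RBBP9 for no effect and wells lacking RBBP9 protein for full effect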
Target sequence (O75884 whole entry, looked up): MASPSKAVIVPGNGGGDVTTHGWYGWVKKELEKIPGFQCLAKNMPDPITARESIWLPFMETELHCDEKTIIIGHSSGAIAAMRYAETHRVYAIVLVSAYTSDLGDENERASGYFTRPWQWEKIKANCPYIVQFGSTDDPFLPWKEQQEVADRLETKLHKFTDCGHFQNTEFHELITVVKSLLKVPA
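Test system: recombinant human RBBP9. Quantity: 2.5 µM RBBP9 dispensing solution, before mixing. Detection: FP readout at 525/598 nm. Reagent: Serine-hydrolase probe FP-Rh, 375 nM pre-mixing. Measure: % inhibition. Control set: DMSO-treated enzyme wells and wells lacking RBBP9. Buffer or medium: Tris-NaCl-Pluronic buffer, pH 8.0. Times: preincubation 30 min plus labeling 45 min at 25 °C.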
TbHK1 inh: T. brucei hexokinase 1 inhibition. inhibition, % at 10 µM. 220,000 tested, 0.11% active. recombinant TbHK1, G6PDH-coupled NADH A340. AID 1430;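 active means inhibition of 50% or more in the single-dose primary screen; inactive means inhibition below 50%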
Ba/F3 V617F tox: loss of viability in JAK2V617F-driven Ba/F3 cells | Ba/F3 EpoR-JAK2V617F viability, ATP luminescence | inhibition, % at 5.6 µM | AID 1446 | 220,000 tested, 1.1% active;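 active means inhibition above the campaign mean plus 3 SD over all tested compounds, cut at about 24% in these data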;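 further: cytokine-independent growth of Ba/F3 cells driven by EpoR plus mutant JAK2; 0% = DMSO-treated cells and 100% = JAK inhibitor I control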
p47phox inh: inhibitors of human p47phox binding; P14598; p47phox/p22phox peptide binding, fluorescence polarization, 2 h; inhibition, % at 24.7 µM; 220,000 tested, 0.53% active; AID 1274;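 active means inhibition above about 30%, limit read from the data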;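 further: 0% = p47phox with labelled peptide and 100% = labelled peptide alone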
p97 ATPase inh: human p97 ATPase inhibition. P55072. recombinant p97 ATPase, Kinase-Glo ATP luminescence, 3 h. inhibition, % at 8 µM. 220,000 tested, 0.42% active. AID 1481; in the data active means inhibition above about 15%;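 further: 0% = DMSO vehicle and 100% = wells lacking enzyme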
Target sequence (P55072 whole entry, looked up): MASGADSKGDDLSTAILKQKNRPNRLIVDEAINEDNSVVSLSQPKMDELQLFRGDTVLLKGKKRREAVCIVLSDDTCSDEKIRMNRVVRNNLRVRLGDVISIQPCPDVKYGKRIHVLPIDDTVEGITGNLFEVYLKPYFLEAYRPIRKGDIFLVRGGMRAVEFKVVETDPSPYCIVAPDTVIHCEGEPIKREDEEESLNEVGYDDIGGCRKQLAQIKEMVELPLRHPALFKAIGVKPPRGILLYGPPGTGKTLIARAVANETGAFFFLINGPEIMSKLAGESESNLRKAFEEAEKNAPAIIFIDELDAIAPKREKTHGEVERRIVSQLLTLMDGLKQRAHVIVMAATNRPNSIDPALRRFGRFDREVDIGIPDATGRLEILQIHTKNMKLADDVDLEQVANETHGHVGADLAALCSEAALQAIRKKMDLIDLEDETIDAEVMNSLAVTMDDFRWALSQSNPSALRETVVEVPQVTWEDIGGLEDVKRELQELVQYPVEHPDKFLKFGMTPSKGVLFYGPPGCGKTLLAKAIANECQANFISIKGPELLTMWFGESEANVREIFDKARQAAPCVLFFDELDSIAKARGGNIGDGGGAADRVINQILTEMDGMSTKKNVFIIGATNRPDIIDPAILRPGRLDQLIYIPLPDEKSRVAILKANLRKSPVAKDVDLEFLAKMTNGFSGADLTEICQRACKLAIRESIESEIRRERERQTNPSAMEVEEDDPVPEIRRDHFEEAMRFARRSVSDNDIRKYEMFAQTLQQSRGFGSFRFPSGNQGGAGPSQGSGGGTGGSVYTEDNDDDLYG
Numbers without * were called inactive; x = no result given; & = joins results of further samples; [ ] = dose if it differs, or a comment.

No.	smiles	TbHK1 inh	PGE2 EP2 inh	RBBP9 inhibitor	p97 ATPase inh	Furin inh
1	COCCn1nnnc1C(c1cc(OC)ccc1OC)N1CCc2ccccc2C1 (stereo unspecified)	2	15	-2	-1	-9
2	Cc1cccc(N2CCN(C(=O)CN3C(=O)C4CC=CCC4C3=O)CC2)c1C (stereo unspecified)	8	3	-6	-4	-24
3	CC(=O)Oc1cc2c(C(=O)NCc3ccncc3)c(C)oc2c2ccccc12	-11	10	x	x	-24
4	CC(=O)n1cc([C@@H]2C=C(C(=O)NCc3ccccc3)O[C@H](OCCCCO)C2)c2ccccc21	-17	18	2	2	-15
5	CNc1nc(SC)nc(N(C#N)CC(=O)OC)n1	2	x	-9	-2	-24[20 µM]
6	Cc1cc2c(cc(C(=O)N3CCC(C(=O)N4CCCC4)CC3)n2Cc2c(F)cccc2Cl)o1	-16	12	-10	0	-39
7	CC(C)(Oc1ccc(Cl)cc1)C(=O)NCc1ccco1	9	8	-6	0	-10
8	CCCCNC(=O)C(c1ccc(OCC(=O)OC)c(C(=O)OC)c1)N(CCc1ccccc1)C(=O)CCCCCN1C(=O)NC(c2ccc(-c3ccccc3)cc2)C(C(=O)OCc2ccccc2)=C1C (stereo unspecified)	-9	14	x	x	-22

No.	Ba/F3 V617F tox	p47phox inh	BaF3 tox	PPC-1+TRAIL kill
1	1	-1	4	0
2	2	-1	8	10
3	x	-4	x	0
4	0	-30	-3	2
5	-2	-10	-2	10
6	-2	0	4	-21
7	-4	-20	0	9
8	x	9	x	18

Continued.
No.	smiles	TbHK1 inh	PGE2 EP2 inh	RBBP9 inhibitor	p97 ATPase inh	Furin inh
9	C=CCNC(=O)CSc1nnc(C(CC)N(C)C)n1C1CCCCC1 (stereo unspecified)	-8	1	-1	8	-21
10	CCOC(=O)N1CCN(C(=S)NC)CC1	2	15	1	1	-15[20 µM]
11	O=C(NCc1ccccc1)c1c[nH]c2ccc(S(=O)(=O)Nc3ccc4c(c3)OCCO4)cc2c1=O	-13	17	-22	7	-6
12	O=C(NCc1cccc(Cl)c1)C1CCCO1 (stereo unspecified)	-2	11	5	1	-29
13	COc1cc2c(cc1OC)CN(C(C)C(=O)N1CCc3ccccc31)CC2 (stereo unspecified)	-7	5	-5	1	-14[20 µM]
14	C=CCN(CC=C)S(=O)(=O)c1ccc(NC(=S)NC(=O)/C=C/c2ccc(C)cc2)cc1	-32	14	-4	1	-3[20 µM]
15	COc1ccccc1/C=C/C=N/NC(=O)c1cc(-c2ccco2)[nH]n1	-92	16	-15	10	-12
16	COc1ccc(NC(=O)c2noc3c2CCC3)cc1	6	6	-1	-9	-8[20 µM]

No.	Ba/F3 V617F tox	p47phox inh	BaF3 tox	PPC-1+TRAIL kill
9	-3	5	4	12
10	-2	2	4	-6
11	-2	-49	3	-10
12	-2	-7	-2	4
13	0	-8	6	0
14	-6	-18	-1	12
15	-5	-27	4	17
16	1	6	5	-6

Additional results
No.	smiles	TbHK1 inh	PGE2 EP2 inh	RBBP9 inhibitor	p97 ATPase inh	Furin inh
17	CC(NC(=O)c1cccs1)C(c1cccs1)N1CCOCC1 (stereo unspecified)	3	7	-3	2	-35[20 µM]
18	Cc1ccc(-c2nnn(CC(=O)N(c3ccc(F)cc3)C(C(=O)NC3CCCC3)c3ccco3)n2)o1 (stereo unspecified)	2	10	-7	-2	-14
19	O=C(COc1ncnc2ccccc12)Nc1cccc(S(=O)(=O)N2CCOCC2)c1	-2	5	-11	-5	-13
20	N#Cc1ncc(-c2ccc3c(c2)OCCOCCOCCOCCOCCO3)nc1C#N	-20	5	-4	0	-2
21	Cc1ccc(C(=O)Nc2ccc(N3CCOCC3)cc2)cc1	-7	7	-7	2	-24
22	O=C(N/N=C/c1ccc([N+](=O)[O-])o1)c1cc2ccccc2o1	-12	8	-5	7	-27
23	O=C(/C=N/O)Nc1ccccc1	9	9	-2	3	-18
24	COc1ccc(C(=O)COc2ccc(F)cc2)c(O)c1C	-1	1	-4	0	-15

No.	Ba/F3 V617F tox	p47phox inh	BaF3 tox	PPC-1+TRAIL kill
17	0	-10	3	6
18	4	-14	7	-12
19	5	1	0	8
20	34*	-4	-3	14
21	-5	-9	-2	12
22	2	-24	-2	18
23	-2	4	1	5
24	3	-2	5	12

(more compounds)
No.	smiles	TbHK1 inh	PGE2 EP2 inh	RBBP9 inhibitor	p97 ATPase inh	Furin inh
25	O=C(/C=C/c1ccc2ccccc2n1)c1cc(Cl)ccc1O	-14	10	-3	3	-17
26	COc1ccc(N)c2c1C(=O)c1ccccc1C2=O	3	17	-7	-1	-15
27	CCN(CC)CC1(O)CCN(C(=O)c2ccc(Cl)c(Cl)c2)CC1	-2	5	-3	0	-21
28	CCOC(=O)C1CCCN(CCC(=O)Nc2ccc(F)c(F)c2)C1 (stereo unspecified)	7	1	-10	3	-27
29	CN1C=CC=C/C1=C1\SC(=S)N(c2ccccc2)C1=O	-17	x	-7	-4	19
30	Cc1cc(C)n(-c2nc(NCc3cccnc3)c3c4c(sc3n2)COC(C)(C)C4)n1	-1	19	-2	5	-24
31	CN(Cc1ccc(O)cc1)C1CCCCC1	7	8	0	3	-22
32	CC[N+]1(C)CC2CCC(C)(C1)C2(C)C (stereo unspecified)	-2	6	1	3	-10

No.	Ba/F3 V617F tox	p47phox inh	BaF3 tox	PPC-1+TRAIL kill
25	-1	-52	4	-4
26	1	-62	11	13
27	0	-9	5	18
28	-1	-1	1	10
29	0	-22	5	-8
30	-2	-18	4	-14
31	-5	-3	1	3
32	-6	2	2	x

Other entries:
No.	smiles	TbHK1 inh	PGE2 EP2 inh	RBBP9 inhibitor	p97 ATPase inh	Furin inh
33	COc1cc(NC(=O)c2ccccc2[N+](=O)[O-])ccc1NC(=O)C(C)C	-4	12	-2	-8	-14
34	CCOC(=O)c1ccc(-n2[nH]c(-c3ccccc3)cc2=O)cc1	-22	2	-2	2	-3[20 µM]
35	CC(C)c1ccc(NC(=O)c2sccc2-n2cccc2)cc1	0	10	1	1	-16
36	CCCNS(=O)(=O)c1ccc(OCC(=O)Nc2ccc3c(c2)OCO3)cc1	8	10&2	-4	1	-21
37	Cc1ccc(C(=O)NCCNc2nc3cc(C)c(C)cc3cc2C)cc1	-16	3	-2	2	-27
38	COC(c1ccccc1)c1nnc(CCC(=O)NC2CCCCC2)o1 (stereo unspecified)	-5	6	-5	1	-19
39	Cc1ccc(NC(=O)c2cc(N3C(=O)C=CC3=O)ccc2N2CCOCC2)cc1	-3	118*	-6	6	-26
40	O=C(CNCc1cccs1)Nc1ccc(N2CCCCCC2)cc1	-2	10&7	5	-2	-18

No.	Ba/F3 V617F tox	p47phox inh	BaF3 tox	PPC-1+TRAIL kill
33	3	0	6	-5
34	-4	-10	1	12
35	0	-3	3	-3
36	4	1	10	4
37	1	16	11	0
38	0	-11	3	-16
39	-3	8	6	0
40	-3	2	4	12

As a working copy, seven of the compounds above.
No.	smiles	TbHK1 inh	PGE2 EP2 inh	RBBP9 inhibitor	p97 ATPase inh	Furin inh
29	CN1C=CC=C/C1=C1\SC(=S)N(c2ccccc2)C1=O	-17	x	-7	-4	19
30	Cc1cc(C)n(-c2nc(NCc3cccnc3)c3c4c(sc3n2)COC(C)(C)C4)n1	-1	19	-2	5	-24
31	CN(Cc1ccc(O)cc1)C1CCCCC1	7	8	0	3	-22
32	CC[N+]1(C)CC2CCC(C)(C1)C2(C)C (stereo unspecified)	-2	6	1	3	-10
33	COc1cc(NC(=O)c2ccccc2[N+](=O)[O-])ccc1NC(=O)C(C)C	-4	12	-2	-8	-14
34	CCOC(=O)c1ccc(-n2[nH]c(-c3ccccc3)cc2=O)cc1	-22	2	-2	2	-3[20 µM]
35	CC(C)c1ccc(NC(=O)c2sccc2-n2cccc2)cc1	0	10	1	1	-16

No.	Ba/F3 V617F tox	p47phox inh	BaF3 tox	PPC-1+TRAIL kill
29	0	-22	5	-8
30	-2	-18	4	-14
31	-5	-3	1	3
32	-6	2	2	x
33	3	0	6	-5
34	-4	-10	1	12
35	0	-3	3	-3

(more compounds)
No.	smiles	TbHK1 inh	PGE2 EP2 inh	RBBP9 inhibitor	p97 ATPase inh	Furin inh
41	CCCN1C(=O)S/C(=C\c2ccc(N3CCOCC3)cc2C)C1=O	6	7	-1	0	-8
42	CCNc1nc(SCCOc2ccc(Cl)cc2Cl)nc(N(C)C)n1	-3	12	-7	2	-11
43	Cc1cc(Cl)ccc1OCCCC(=O)NCc1ccccn1	-5	14	6	5	-22
44	COc1ccccc1NC(=O)CC(NCc1ccccc1)C(=O)O (stereo unspecified)	1	x	0	7	12[20 µM]
45	Cc1ccc2[nH]c(=O)c(C(c3nnnn3CC3CCCO3)N3CCc4ccccc4C3)cc2c1 (stereo unspecified)	-4	6	0	0	-11
46	Cc1nn(CCCC(=O)Nc2cc(Oc3ccc(F)cc3)cc([N+](=O)[O-])c2)c(C)c1[N+](=O)[O-]	0	6	-13	1	-24
47	COc1cc(OC)cc(-c2nn[nH]n2)c1	-1	5	5	4	-32
48	Cc1cnc(C)c(N2CCC(C(=O)NCc3cccs3)CC2)n1	-19	13	0	1	-14

No.	Ba/F3 V617F tox	p47phox inh	BaF3 tox	PPC-1+TRAIL kill
41	1	-21	7	20
42	-4	-3	4	15
43	-2	11	-3	4
44	-2	4	3	25
45	-4	0	0	16
46	-1	-9	5	14
47	-2	4	2	0
48	-1	-5	0	-2

(further entries)
No.	smiles	TbHK1 inh	PGE2 EP2 inh	RBBP9 inhibitor	p97 ATPase inh	Furin inh
49	COCCSc1ccccc1C(=O)N1CCN(c2ccccc2OC)CC1	-1	2	1	2	-23
50	O=C1C(NS(=O)(=O)c2cccs2)=C(N2CCN(c3cccc(C(F)(F)F)c3)CC2)C(=O)c2ccccc21	-12	14	-5	-2	-15[20 µM]
51	CCC(Oc1ccccc1)C(=O)Nc1ccsc1C(=O)OC (stereo unspecified)	33	9	1	1	8
52	Cc1ccsc1C(=O)N1CCCC(CCC(=O)N2CCN(c3ccccn3)CC2)C1 (stereo unspecified)	3	6	3	1	-26
53	CCN(CCn1cccn1)C(=O)CCc1nnc(CCc2ccccc2OC)o1	-1	9	-7	2	-33
54	CCC(C)(C)NC(=O)C(c1ccc(F)cc1)N(Cc1ccc(OC)cc1)C(=O)c1cnccn1 (stereo unspecified)	-3	12	-2	3	-16
55	CCOc1ccc(NC(=S)c2ccncc2)cc1	-7	0	-9	2	-15
56	CC(C)CN1C(=O)/C(=C/c2c(N3CCc4ccccc4C3)nc3ccccn3c2=O)SC1=S	-7	10	1	6	-2

No.	Ba/F3 V617F tox	p47phox inh	BaF3 tox	PPC-1+TRAIL kill
49	2	-6	5	9
50	3	1	7	14
51	-2	-8	6	8
52	-2	8	3	12
53	-4	-2	7	-1
54	-1	-14	6	-12
55	-2	-17	5	11
56	-4	-33	0	7

Next part:
No.	smiles	TbHK1 inh	PGE2 EP2 inh	RBBP9 inhibitor	p97 ATPase inh	Furin inh
57	Fc1ccc(CN2CCN(C(=S)NCCc3ccccc3)CC2)c(Cl)c1	4	8	-8	0	-20
58	Cc1cc(Cl)ccc1OCCCC(=O)NN	0	6	-9	2	-23
59	O=C(CCNS(=O)(=O)c1cccs1)N1CCc2ccccc2C1	-1	14	-5	5	-9
60	O=C(N/N=C/C1CCCCC1)c1ccccn1	3	16	3	1	-9[20 µM]

No.	Ba/F3 V617F tox	p47phox inh	BaF3 tox	PPC-1+TRAIL kill
57	-4	4	2	6
58	1	0	2	16
59	-5	-2	3	11
60	1	-12	4	7

A portion of the library, so the mix of outcomes need not match the whole.
